CRFR2-BP ag = agonists of human CRF-binding protein/CRF-R2 receptor complex; HEK293 CRF-R2/CRF-BP, calcium dye fluorescence (FLIPR); percent of saturating CRF peptide response; activation, % at 13.2 µM; 350,000 tested, 0.46% active; AID 588473;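 active = activation of at least 50%, plus an integration ratio under a set limit after plate pattern correction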;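 note: plate controls were neutral control wells without compound for no effect and CRF at EC100 for full effect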
TAAR1 antagonist = human TAAR1 antagonism. CHO RD-HGA16 TAAR1, Fluo-8 calcium fluorescence, antagonist. inhibition, % at 3 µM. 360,000 tested, 1.5% active;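 active = inhibition above a per-plate cutoff, the mean inhibition of test compounds on that plate plus 3 SD, cut at about 49% in these data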;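 note: 0% = DMSO plus EC80 beta-PEA response and 100% = DMSO alone without agonist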
Target sequence (Q96RJ0 whole entry, looked up): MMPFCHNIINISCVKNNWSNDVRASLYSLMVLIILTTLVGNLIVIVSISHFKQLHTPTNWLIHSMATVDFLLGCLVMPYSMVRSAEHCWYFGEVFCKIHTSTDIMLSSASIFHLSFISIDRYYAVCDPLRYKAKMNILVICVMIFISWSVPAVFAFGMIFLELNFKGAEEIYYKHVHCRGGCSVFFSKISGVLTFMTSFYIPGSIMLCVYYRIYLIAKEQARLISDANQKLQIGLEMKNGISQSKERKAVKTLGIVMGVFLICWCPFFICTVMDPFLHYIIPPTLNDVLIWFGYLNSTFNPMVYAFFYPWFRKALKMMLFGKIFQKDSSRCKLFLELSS
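Test system: CHO RD-HGA16 cells bearing hTAAR1 | Reagent: β-PEA, EC80 | Compound dosing: 3 µM, single point | Schedule: Dye loading 75 min at 37 °C, then 30 min room temperature | Signal: Calcium fluorescence with Fluo-8 | Evaluation: Percent inhibition of PEA-evoked calcium signal, max/basal emission ratio | Control set: DMSO-only wells and EC80 β-PEA-stimulated wells | Repeats: Singlicate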
M5 antag = antagonists of human muscarinic M5 receptor (CHRM5). P08912. CHO-hM5 cells, Fluo-8 calcium fluorescence, ACh EC80. inhibition, % at 3 µM. 360,000 tested, 0.59% active. AID 624040;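 active = inhibition above a per-plate cutoff, the mean of that plate's test compounds plus 3 SD, cut at about 27% in these data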;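 note: 0% = acetylcholine EC80 with DMSO and 100% = DMSO without agonist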
Target sequence (P08912 whole entry, looked up): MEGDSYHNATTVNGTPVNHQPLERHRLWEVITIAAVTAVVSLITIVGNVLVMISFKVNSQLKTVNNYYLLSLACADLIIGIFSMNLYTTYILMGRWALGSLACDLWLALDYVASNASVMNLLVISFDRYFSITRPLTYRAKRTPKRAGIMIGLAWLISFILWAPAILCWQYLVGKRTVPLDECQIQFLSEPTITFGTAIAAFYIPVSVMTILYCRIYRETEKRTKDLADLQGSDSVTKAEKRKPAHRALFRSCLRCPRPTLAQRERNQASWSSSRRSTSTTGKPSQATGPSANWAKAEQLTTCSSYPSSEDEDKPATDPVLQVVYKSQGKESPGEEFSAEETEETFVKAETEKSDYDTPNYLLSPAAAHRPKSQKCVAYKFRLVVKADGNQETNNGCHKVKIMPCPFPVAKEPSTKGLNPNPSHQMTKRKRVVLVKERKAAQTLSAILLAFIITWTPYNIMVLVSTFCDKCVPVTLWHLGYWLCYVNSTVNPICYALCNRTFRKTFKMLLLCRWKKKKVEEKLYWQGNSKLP
CHRM4 PAM = positive allosteric modulators of human muscarinic M4 receptor; AID 624126; activation, % at 3 µM; 360,000 tested, 0.4% active; CHO-K1 hM4/Gqi5, Fluo-8 calcium fluorescence, ACh EC20; 0% = ACh EC20, 100% = maximal ACh; P08173;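 active = activation above its plate's cutoff, the mean activation of sample wells plus 3 SD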; note: some results filed as inactive read as strong as hits
CHRM5 PAM = positive allosteric modulators of human muscarinic M5 receptor. P08912. 360,000 tested, 0.3% active. CHO-K1 hM5, Fluo-8 calcium, ACh EC20 PAM; 0% = ACh EC20, 100% = ACh EC100. activation, % at 3 µM;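 active = activation above the run cutoff, the mean activation of all test compounds plus 3 SD, cut at about 18% in these data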
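Measured by: Fluo-8 calcium fluorescence; material: human M5 receptor in CHO-K1 cells; schedule: Post-acetylcholine fluorescence recording 140 s; benchmarks: low control EC20 acetylcholine (0%), high control EC100 acetylcholine (100%); read-out: Max/basal fluorescence ratio as % of EC20–EC100 ACh window; compound: single dose, 3 µM nominal final test concentration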
TAAR1 agonist = human TAAR1 agonism. Q96RJ0. activation, % at 3 µM. 360,000 tested, 0.99% active. CHO RD-HGA16 TAAR1, Fluo-8 calcium fluorescence; vehicle wells 0%, saturating PEA agonist 100%;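 active = activation above the mean activation of all test compounds in the run plus 3 SD, cut at about 38% in these data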
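Test system: RD-HGA16 (CHO) cells co-expressing Gα16 and hTAAR1; dosing: one-point dosing at 3 µM (nominal); timing: 17-24 h seeding, 75 min 37 °C dye, 30 min RT; signal: kinetic Fluo-8 calcium fluorescence; read-out basis: % activation relative to PEA EC100 response; controls: DMSO and PEA EC100; replicates: n 1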
M5 ag = agonists of human muscarinic M5 receptor (CHRM5) | P08912 | CHO-K1 hM5 cells, Fluo-8 calcium fluorescence; 0% DMSO wells, 100% maximal acetylcholine response | activation, % at 3 µM | 360,000 tested, 0.19% active;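 active = activation above the run's mean over test compounds plus 3 SD, cut at about 23% in these data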;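 note: signal is peak over basal fluorescence ratio across the kinetic read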
CHO-K1 Ca PAM = counter-screen for M1 PAMs: effect in parental CHO-K1 cells | ATP EC20, Fluo-8 calcium fluorescence; 0% at ATP EC20, 100% at ATP max | activation, % at 3 µM | 360,000 tested, 0.02% active;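 active = activation above the run cutoff, the mean activation of all test compounds plus 3 SD, cut at about 40% in these data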;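 note: peak over basal fluorescence ratio in a 140 s read after ATP addition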
CRFR2-BP antag = CRF-BP/CRF-R2 complex antagonism. AID 588475. inhibition, % at 11.8 µM. 350,000 tested, 0.59% active. HEK293 CRF-R2/CRF-BP, CRF-induced calcium fluorescence;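 active = inhibition of the ligand-induced calcium signal above about 50% at the single tested concentration, limit read from the data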
An asterisk follows results filed as active; . = no result given.

1) Cc1ccc(O)c(NC(=O)C2CCCN2C(=O)OCc2ccccc2)c1 (stereo not drawn)
2) O=C(CNC(=S)N(Cc1ccccc1)Cc1cccs1)NCc1ccc(F)cc1
3) COc1ccc(N=C2SCC(=O)N2C)cc1
4) COc1ccc(C2=NN(CN3C(=O)C(=O)c4ccccc43)C(c3ccc(C)cc3)C2)cc1 (stereo not drawn)
5) Cc1cc2c(c(SCC(=O)Nc3ccc(C)c(C)c3)n1)C(=O)OC2
6) COc1ccc(/C=C(\C#N)c2nc3ccc(C)cc3[nH]2)cc1Oc1ccc(C(F)(F)F)cc1[N+](=O)[O-]
7) O=c1[nH]c2cc(Br)cnc2nc1/C=C(\O)c1ccc(F)cc1
8) Cc1ccc(C)c(NC(=O)CN(C)C(=O)c2sccc2C)c1
9) COc1cccc(-c2cnc3c(NC=O)cc(-c4cc(C)c(O)c(C)c4)cn23)c1
10) CC1(C(=O)NS(=O)(=O)c2ccc(Br)cc2)CCN1C(=O)CCC1CCCC1 (stereo not drawn)

Assay by compound | 1 | 2 | 3 | 4 | 5 | 6 | 7 | 8 | 9 | 10
CRFR2-BP ag | -1.0 | 0.4 | -0.9 | 0.6 | -0.6 | 6.2 | 22 | -0.8 | . | .
TAAR1 antagonist | -9 | -12 | -2 | -5 | -15 | -1 | -13 | -10 | 31 | 17
M5 antag | 3 | -2 | -1 | -8 | 10 | 0 | 1 | 6 | 4 | 1
CHRM4 PAM | 4 | -5 | 8 | -1 | -1 | -7 | 29 | 11 | 5 | 4
CHRM5 PAM | -1 | 6 | 3 | 3 | -1 | 1 | 3 | -2 | -6 | 0
TAAR1 agonist | 3 | 2 | 2 | 11 | 2 | 3 | 4 | 1 | 0 | 3
M5 ag | 1 | 0 | 1 | 0 | -7 | 1 | 1 | 2 | -3 | 0
CHO-K1 Ca PAM | -11 | 8 | -6 | 5 | -3 | 14 | 4 | -6 | 10 | 18
CRFR2-BP antag | -16 | -2 | -22 | -21 | -3 | -12 | -33 | -4 | . | .

11) Cc1cccc(CCN2C(Nc3ccccc3)=NC[C@@H]2C)c1
12) Cc1ccc2nc(SCC(=O)N3CCN(C(=O)c4ccco4)CC3)[nH]c2c1
13) COc1ccc(N/C=C/C(=O)c2ccc(OC)c(OC)c2)cc1
14) CC(C)c1ccc(N(CC(=O)NCCSCc2ccco2)S(C)(=O)=O)cc1
15) CCC(C)C(NC(=O)C1CCC(C)CC1)C(=O)NCCc1ccc(S(N)(=O)=O)cc1 (stereo not drawn)
16) CCCCOC(=O)Nc1ccccc1C(N)=O
17) CCOC(=O)c1ccc(NC(=O)CN2C(=O)C(=O)N(CC(C)C)C2=O)cc1
18) Cc1sc2nc(CSCC(=O)NC(C)(C)C)[nH]c(=O)c2c1C
19) Cc1nn(S(=O)(=O)c2ccc(C(C)C)cc2)c(C)c1S(=O)(=O)N1CCOCC1
20) CC1(c2ccccc2)CC(c2ccccc2)=Nc2ccccc2N1 (stereo not drawn)

Assay by compound | 11 | 12 | 13 | 14 | 15 | 16 | 17 | 18 | 19 | 20
CRFR2-BP ag | 19 | -2.9 | 0.7 | -2.0 | -0.2 | -1.2 | -1.6 | 0.7 | 0.1 | 0.2
TAAR1 antagonist | 22 | 7 | -18 | -4 | -14 | -6 | -5 | 7 | -25 | .
M5 antag | 16 | 8 | 10 | 1 | -3 | 3 | -6 | 7 | -7 | 1
CHRM4 PAM | 2 | -5 | -19 | -2 | -6 | -3 | 0 | -7 | 4 | 0
CHRM5 PAM | -3 | -8 | -9 | 2 | 6 | 1 | 6 | -2 | -2 | 1
TAAR1 agonist | 14 | 3 | 0 | 5 | -2 | 3 | 8 | 0 | 3 | .
M5 ag | -4 | -1 | 1 | -4 | -1 | -2 | 5 | -4 | -1 | 1
CHO-K1 Ca PAM | 10 | 20 | 8 | 4 | 2 | 10 | -4 | -8 | -16 | -26
CRFR2-BP antag | -2 | 0 | 13 | 16 | 4 | -7 | 4 | -6 | -8 | 2

21) COC(=O)c1cc(CSC(=N)N)ccc1OCCC(C)C
22) COc1cc(OC)c(C2C(C(=O)Nc3ccccc3)=C(C)Nc3ncnn32)cc1OC (stereo not drawn)
23) COC(=O)c1ccccc1NC(=O)NCc1ccccn1
24) Cc1cc(Sc2nc(N)ncc2[N+](=O)[O-])ncn1
25) N#Cc1c(F)cccc1N1CCC(C#N)CC1
26) CCOc1ccc(CC2S/C(=N/c3ccccn3)NC2=O)cc1 (stereo not drawn)
27) O=C(NC1CCCCC1)C1CCN(S(=O)(=O)c2cccc3cccnc23)CC1
28) CCN1CCN(C(=S)Nc2ccc([N+](=O)[O-])cc2)CC1
29) CCOc1cc(NC(=O)C2CC2)c(OCC)cc1NC(=O)CCn1nnc2ccccc21
30) Cc1cc(Br)ccc1OCc1nnc(-c2ccccc2)o1

Assay by compound | 21 | 22 | 23 | 24 | 25 | 26 | 27 | 28 | 29 | 30
CRFR2-BP ag | -1.0 | 2.4 | 1.7 | 0.3 | -0.9 | 0.3 | -0.4 | 5.0 | -2.7 | 3.9
TAAR1 antagonist | -35 | 7 | 3 | 22 | -35 | 20 | -6 | 10 | 1 | -19
M5 antag | -9 | -2 | 1 | 12 | 12 | 1 | 0 | -5 | 20 | 23
CHRM4 PAM | -1 | 3 | -4 | 7 | 5 | -7 | -2 | 4 | 14 | -7
CHRM5 PAM | 8 | 5 | 4 | -3 | -4 | -1 | -1 | 7 | -10 | -4
TAAR1 agonist | 26 | -1 | 1 | 1 | 1 | -1 | 1 | 7 | 12 | 3
M5 ag | -4 | 3 | -1 | -4 | -7 | 2 | 1 | -3 | 3 | -6
CHO-K1 Ca PAM | 23 | 12 | 11 | 8 | 14 | 11 | 15 | 16 | 11 | 23
CRFR2-BP antag | -16 | 16 | 0 | 31 | 5 | -10 | 0 | 45 | 8 | -22

31) C/C=C/c1ccc(OCCCCNCc2ccco2)c(OC)c1
32) O=C(NC1CCCC1)c1cc(-c2ccccc2)nc2ccccc12
33) Cc1ccc(CS/C(Nc2ccccc2C)=C(\C#N)C(N)=O)c(C)c1
34) COc1ccc(NC(=O)c2cc(-c3ccc4c(c3)OCO4)on2)cc1OC
35) NNC(=O)c1cc(-c2ccc(O)cc2)nc2ccc(Br)cc12
36) O=C(NC(=S)Nc1ccc(NC(=O)c2cccs2)cc1)c1ccc([N+](=O)[O-])cc1
37) Cc1[nH]c2c(C(=O)N3CCCC(CCC(=O)NCc4ccccc4F)C3)cccc2c1C (stereo not drawn)
38) CCc1nnc(NS(=O)(=O)c2ccc(NC(=O)c3ccc(C#N)cc3)cc2)s1
39) COc1ccc(/C=C/C(=O)N2CCNC(=O)C2)c(OC)c1
40) C/C(=N\O)C(=O)NCCN(C)C

Assay by compound | 31 | 32 | 33 | 34 | 35 | 36 | 37 | 38 | 39 | 40
CRFR2-BP ag | -0.6 | -0.9 | -1.4 | 0.6 | 0.5 | 0.6 | -7.3 | 0.1 | 0.1 | -0.5
TAAR1 antagonist | -5 | 20 | -4 | -4 | -1 | 11 | -13 | -8 | -9 | -16
M5 antag | 13 | 2 | 3 | 5 | -2 | -5 | 6 | 13 | 3 | 4
CHRM4 PAM | -6 | -2 | -21 | -6 | -3 | -3 | -3 | 3 | -1 | -2
CHRM5 PAM | -2 | -4 | -5 | 3 | -3 | 5 | -5 | 2 | 3 | -2
TAAR1 agonist | 4 | 4 | 7 | -1 | -2 | 1 | 0 | 2 | 1 | 3
M5 ag | -6 | -1 | -5 | -3 | 2 | 0 | -2 | -1 | -3 | 0
CHO-K1 Ca PAM | 12 | 6 | 6 | 7 | 11 | 19 | -3 | 6 | -12 | 11
CRFR2-BP antag | -5 | 6 | 1 | 13 | -7 | -23 | 22 | 3 | -5 | -1

41) CCc1cccc(NC(=O)CN(C)S(=O)(=O)c2cccs2)c1
42) Cc1ccc(C(=O)CN2CCN(c3ccccn3)CC2)c(C)c1
43) CCn1c(=NC(=O)CSC(C)=O)sc2cc(F)ccc21
44) CCS(=O)(=O)Nc1ccc(C2=NN(C(=O)c3ccco3)C(c3ccc(Cl)o3)C2)cc1 (stereo not drawn)
45) CC(=O)N1CCc2cc(S(=O)(=O)C(C)CC(=O)NCc3ccco3)ccc21 (stereo not drawn)
46) CC(=O)c1cccc(NC(=O)c2ccc(CN3CCc4ccccc4C3)cc2)c1
47) CS(=O)(=O)Cc1ccc(C(=O)NNC(=O)c2cc(-c3ccccc3)n[nH]2)cc1
48) COc1ccccc1/C=C/C(=O)N1CCN(S(=O)(=O)c2cc(C)ccc2C)CC1
49) Cc1ccc(N2CN(CCC3=CCCCC3)CNC2=S)cc1
50) Cc1nn(Cc2ccc(C(=O)N3N=C(C(F)F)CC3(O)C(F)F)cc2)c(C)c1[N+](=O)[O-] (stereo not drawn)

Assay by compound | 41 | 42 | 43 | 44 | 45 | 46 | 47 | 48 | 49 | 50
CRFR2-BP ag | -2.1 | -2.8 | 0.3 | -2.5 | 0.1 | 1.4 | -0.9 | 0.8 | -0.6 | -0.5
TAAR1 antagonist | -9 | -28 | 0 | -8 | -4 | 21 | -13 | 2 | -2 | 4
M5 antag | 1 | -2 | -3 | 2 | 0 | -6 | 6 | 1 | 13 | -6
CHRM4 PAM | -7 | -1 | 10 | 2 | -2 | -4 | 11 | -6 | -2 | -14
CHRM5 PAM | -9 | -5 | -2 | 5 | -2 | -5 | 12 | -1 | 0 | 1
TAAR1 agonist | 9 | 16 | 1 | 3 | 0 | 3 | 20 | 3 | 49* | 3
M5 ag | -2 | -2 | -3 | 4 | 0 | -5 | -1 | 0 | -1 | -8
CHO-K1 Ca PAM | 18 | -3 | 17 | 12 | 6 | 20 | -8 | 18 | -16 | 24
CRFR2-BP antag | 6 | -11 | -14 | 1 | -16 | -9 | -3 | -1 | -10 | -12

Four compounds out of the list, sorted by heavy-atom count, ascending:
35) NNC(=O)c1cc(-c2ccc(O)cc2)nc2ccc(Br)cc12
2) O=C(CNC(=S)N(Cc1ccccc1)Cc1cccs1)NCc1ccc(F)cc1
50) Cc1nn(Cc2ccc(C(=O)N3N=C(C(F)F)CC3(O)C(F)F)cc2)c(C)c1[N+](=O)[O-] (stereo not drawn)
4) COc1ccc(C2=NN(CN3C(=O)C(=O)c4ccccc43)C(c3ccc(C)cc3)C2)cc1 (stereo not drawn)

Assay by compound | 35 | 2 | 50 | 4
CRFR2-BP ag | 0.5 | 0.4 | -0.5 | 0.6
TAAR1 antagonist | -1 | -12 | 4 | -5
M5 antag | -2 | -2 | -6 | -8
CHRM4 PAM | -3 | -5 | -14 | -1
CHRM5 PAM | -3 | 6 | 1 | 3
TAAR1 agonist | -2 | 2 | 3 | 11
M5 ag | 2 | 0 | -8 | 0
CHO-K1 Ca PAM | 11 | 8 | 24 | 5
CRFR2-BP antag | -7 | -2 | -12 | -21

Bioassay records (PubChem BioAssay)
